Ins promoter up – insulin promoter activators in MIN6 cells, imaging, high-content screening, mouse beta cells; MIN6 insulin promoter-GFP reporter; hits give high values; z-score at 5 µM; hit rate 0.3% among 190,000; AID 1625, 2009;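 active = z-score above 3 at 5 µM with at least 500 cells counted in the well; inconclusive = wells under 500 cells, flagged as cytotoxic or low count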
TNAP activation fold – human TNAP enzyme activators, primary screen, biochemical, luminescent, no phosphate acceptor, uHTS (AID 1001) | activation fold at 20 µM, or EC50 in µM where a hit was titrated | hit rate 0.03% among 200,000 | Alkaline phosphatase, tissue-nonspecific isozyme (Homo sapiens) | purified TNAP, luminescent activation assay, no phosphate acceptor; higher activation fold means a stronger effect; in the data active = activation fold from about 3, or a potency from the dose series; inactive = the rest, 99 in 100 with activation fold below about 1.6; also: many of its hits are not listed in these tables
PMI inhibition – human PMI inhibitors, high substrate, primary screen, biochemical, fluorescence intensity, high mannose 6-phosphate (AID 1220); Mannose-6-phosphate isomerase (Homo sapiens); recombinant PMI enzyme, coupled fluorescence intensity; higher % means a stronger effect; hit rate 0.66% among 190,000; inhibition, % at 20 µM, or IC50 in µM where a hit was titrated
MT stabilize HCS – microtubule stabilizers in HeLa cells, primary screen, imaging, high-content imaging; HeLa tubulin immunostaining HCS, 24 h; share of cells brighter than vehicle mean+2SD; % tubulin-high responders, % at 10 µM; hit rate 0.83% among 200,000;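 active = plate Z-score above 3 for both tubulin-high and condensed-nucleus cell shares, with cell loss under 80%, at 10 µM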;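 also: anti alpha tubulin signal scored within the nucleus-defined area of each cell; some results filed as inactive read as strong as hits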
Autophagy mod – autophagy modulators in MEF cells, primary screen, imaging, high-content, MEF GFP-LC3; MEF GFP-LC3 puncta imaging; test concentration mostly 10 µM; hit rate 0.98% among 190,000; calls only at 10 µM (by protocol);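 active = percentage of spot-positive cells more than 3 SD above its plate mean, without a fluorescence outlier flag or 80% toxicity; inconclusive = no clear call, values can overlap the other calls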;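 also: spot-positive cell cutoff set from DMSO-treated cells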
T cell HTS – modulators of CD8 T cell-vesicle binding, primary screen, mouse 2C CD8+ T cells, flow cytometry; 2C CD8+ T cell-vesicle binding; hits give low values; calls only at 7 µM; hit rate 0.068% among 330,000; AID 2052, 2009;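 active = response, share of CD8 T cells binding vesicles, and their 90th percentile fluorescence all below set limits, cut at about 80% in these data, passing the limit was not always enough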
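incubation = binding step 1.5 h, 37 °C, antibody labelling 20 min, ice | test system = 2C mouse CD8+ T cells | read-out basis = percent CD8+ FL2 mean versus row control | controls = Peptide-free naked vesicles (low) and QL9 vesicles with 0.7% DMSO vehicle (high) | detection = flow cytometry of vesicle-bound cells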
Hep lipid drop – inhibitors of hepatocyte lipid droplet formation, primary screen, imaging, high-throughput imaging, BODIPY stain; AML12 mouse hepatocytes, oleate lipid droplets; inhibition, % at 6.5 µM; hit rate 0.4% among 240,000; AID 1656, 2009;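 active = lipid droplet intensity inhibited by at least 50%, with more than 500 cells counted; inconclusive = wells with under 300 cells, treated as cytotoxic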
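Material – AML12 mouse liver cells · Also added – oleate loading, 100 µM · Compound dosing – 6.5 µM single-point dosing · Times – overnight treatment with compound plus oleate · Measured by – fluorescence imaging, 20x objective, two fields per well · Read-out – percent inhibition of filter-corrected integrated lipid droplet intensity per well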
human PMI inhibition – inhibitors of human PMI, primary screen, biochemical, fluorescence intensity, coupled assay (AID 1209); hit rate 0.42% among 190,000; one-dose inhibition, % at 20 µM; IC50 in µM for titrated hits; Mannose-6-phosphate isomerase (Homo sapiens); purified PMI enzyme, coupled fluorescence intensity; higher % means a stronger effect;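 also: plate controls were DMSO vehicle for no effect and wells lacking substrate for full effect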
b-catenin transl – modulators of beta-catenin nuclear translocation, primary screen, imaging, HeLa cells, immunofluorescence, high-content; hit rate 0.3% among 190,000; AID 1665, 2009; nuclear translocation activity, % at 5 µM;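 active = nuclear translocation activity above 50% at 5 µM, with a well cell count of 50 or more; inconclusive = wells under 50 cells across six images, flagged as toxic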;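 also: per-cell ratio of nuclear to cytoplasmic median beta-catenin stain intensity; plate controls were DMSO negative control for no effect and GSK-3 inhibitor IX positive control for full effect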
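System: Human HeLa cells, endogenous beta-catenin | Compound dosing: 5 µM primary, 0.02–20 µM confirmation | Timing: 24 h compound exposure at 37°C, 5% CO2 | Measured by: Fluorescence imaging of beta-catenin antibody stain plus DAPI | Read-out basis: % activation of per-cell nuclear versus cytoplasmic median beta-catenin signal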
Ins promoter up cell count – recorded beside Ins promoter up, whose call it bears; cell count; measured here: cytotoxicity, nuclei count;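 total cells summed across four imaged fields per well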
Hep lipid drop cells 6.5 µM – also measured in Hep lipid drop; calls as there; cell count; measured here: cell count, cytotoxicity flag;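 cells counted across two imaged fields per well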
b-catenin transl cell count 5 µM – second read-out of b-catenin transl, no call of its own (marks repeat the call); cell count; measured here: cell count, cytotoxicity flag
T cell HTS vesicle-bound % – second read-out of T cell HTS, no call of its own (marks repeat the call); double positive events, %; measured here: CD8+ vesicle-bound cell fraction;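 binding gate set so that unloaded-vesicle control wells show 10% double positive cells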
MT stabilize HCS Hoechst-high % – further read-out of MT stabilize HCS, marked with its call; % Hoechst-high responders; measured here: nuclear condensation Hoechst responders;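 share of cells brighter than vehicle mean plus two SD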
MT stabilize HCS cytotoxicity % – recorded beside MT stabilize HCS, whose call it bears; toxicity, %; measured here: cytotoxicity by cell density;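 0% = mean cell density of plate MIN control wells and 100% = no cells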
Autophagy mod cell loss 18 h – second read-out of Autophagy mod, no call of its own (marks repeat the call); toxicity, %; measured here: cell loss, nuclei count;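 cell loss after 18 h compound exposure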
* = called active by the depositor; i = inactive; u = inconclusive; x = not tested or not shown; + = active, no number. Rule as the data show it, unless noted: active = inhibition above about 50%; inactive = the rest. No enrichment for hits (roughly 2.9% active in at least one column).

cpd	smiles	Ins promoter up	Ins promoter up cell count	TNAP activation fold	PMI inhibition	MT stabilize HCS	MT stabilize HCS Hoechst-high %	MT stabilize HCS cytotoxicity %	Autophagy mod	Autophagy mod cell loss 18 h	T cell HTS	T cell HTS vesicle-bound %	Hep lipid drop	Hep lipid drop cells 6.5 µM	human PMI inhibition	b-catenin transl	b-catenin transl cell count 5 µM
1	COc1cccc(C(=O)N2CCN(C3CCN(Cc4ccccc4)CC3)CC2)c1OC	0.21	1034	x	x	x	x	x	x	x	i	58	-10	657	x	1.1	1267
2	CCOC(=O)/C(=C/c1c2ccccc2cc2ccccc12)NC(=O)c1ccccc1	-0.12	1594	1	10%	1.0	0.8	5.5	i	2	i	36	x	x	16%	-0.2	1331
3	CCOc1ccc(C(=O)c2ccncc2)cc1	-0.27	1207	1.1	11%	3.9	1.7	2.0	i	-3	i	32	0	770	7%	-1.6	1152
4	O=[N+]([O-])c1cccc(CSc2cccc[n+]2[O-])c1	0.06	1370	1.1	-8%	2.6	1.8	2.4	i	-8	i	20	31	662	-10%	-3.7	1117
5	C/C(=N\NC(=O)COc1ccc(C#N)cc1)c1ccc(N2CCOCC2)cc1	0.43	1239	1.1	2%	4.5	2.7	2.5	i	5	i	57	6	522	0%	0.1	927
6	O=C(NCc1ccccc1Cl)c1cnccc1C(F)(F)F	0.54	1491	x	x	x	x	x	x	x	i	33	16	717	x	0.9	1141
7	CCOC(=O)c1c(C)oc2ccc(OS(C)(=O)=O)cc12	0.67	1360	1.1	5%	3.0	1.5	18	i	4	i	19	2	783	11%	0.6	979
8	CC(C)=C1C(=O)NN(c2ccc(C)c(Cl)c2)C1=O	-0.12	1188	1	-32%	1.9	2.3	13	i	-4	i	35	-14	595	-26%	-1.1	938
9	O=C(NNc1nc2ccccc2s1)Nc1ccc(Cl)c(Cl)c1	0.74	856	x	x	x	x	x	x	x	i	28	4	688	x	1.3	1333
10	COC(=O)C1C(O)=C(C=Nc2ccc3ccccc3c2)C(=O)CC1(C)C (stereo not given)	0.81	1266	1.1	20%	4.0	2.6	4.0	i	30	i	13	0	620	2%	-3.9	1092
11	CC(C)NC(=O)NC(=O)COc1c(F)c(F)cc(F)c1F	-0.16	806	1.1	-8%	2.6	1.9	8.5	i	2	i	28	13	759	0%	-2.9	1140
12	COc1ccc(-c2c(C(=O)O)nc3ccccc3c2C(=O)O)cc1	0.22	1926	1	1%	2.7	1.7	9.2	i	4	i	10	-4	669	3%	-2.7	908
13	CCN(CC)CCCN(Cc1cc2ccc(C)c(C)c2[nH]c1=O)C(=O)NC1CCCCC1	-1.4	896	1.1	-2%	3.2	2.0	7.7	i	-3	i	39	x	x	1%	-1.1	1342
14	CC1CCCCC1NC(=S)Nc1ccc(SC(F)F)cc1 (stereo not given)	0.94	1011	1.1	12%	1.7	1.0	8.1	i	-5	i	35	3	781	13%	-4.0	1145
15	Cc1csc(/C(C#N)=N/O)n1	1.3	882	1.1	8%	2.8	1.7	9.1	i	-18	i	21	x	x	4%	1.3	1142
16	CSc1ccc(-c2ccco2)nn1	0.68	1219	1.1	-6%	4.5	2.4	9.1	i	0	i	50	8	740	-24%	0.7	1013

Retrieved by structure from the entries so far, four records:
cpd	smiles	Ins promoter up	Ins promoter up cell count	TNAP activation fold	PMI inhibition	MT stabilize HCS	MT stabilize HCS Hoechst-high %	MT stabilize HCS cytotoxicity %	Autophagy mod	Autophagy mod cell loss 18 h	T cell HTS	T cell HTS vesicle-bound %	Hep lipid drop	Hep lipid drop cells 6.5 µM	human PMI inhibition	b-catenin transl	b-catenin transl cell count 5 µM
16	CSc1ccc(-c2ccco2)nn1	0.68	1219	1.1	-6%	4.5	2.4	9.1	i	0	i	50	8	740	-24%	0.7	1013
14	CC1CCCCC1NC(=S)Nc1ccc(SC(F)F)cc1 (stereo not given)	0.94	1011	1.1	12%	1.7	1.0	8.1	i	-5	i	35	3	781	13%	-4.0	1145
15	Cc1csc(/C(C#N)=N/O)n1	1.3	882	1.1	8%	2.8	1.7	9.1	i	-18	i	21	x	x	4%	1.3	1142
12	COc1ccc(-c2c(C(=O)O)nc3ccccc3c2C(=O)O)cc1	0.22	1926	1	1%	2.7	1.7	9.2	i	4	i	10	-4	669	3%	-2.7	908

The list goes on:
cpd	smiles	Ins promoter up	Ins promoter up cell count	TNAP activation fold	PMI inhibition	MT stabilize HCS	MT stabilize HCS Hoechst-high %	MT stabilize HCS cytotoxicity %	Autophagy mod	Autophagy mod cell loss 18 h	T cell HTS	T cell HTS vesicle-bound %	Hep lipid drop	Hep lipid drop cells 6.5 µM	human PMI inhibition	b-catenin transl	b-catenin transl cell count 5 µM
17	NC(=O)c1cccnc1Oc1cccc(Cl)c1	-0.13	963	1.1	-7%	1.4	1.4	8.4	i	-5	i	17	11	758	-8%	-4.2	1120
18	Cc1occc1C(=O)NNC(=O)c1nn(C)c(=O)c2ccccc12	0.54	1140	1.3	11%	1.5	2.8	8.2	i	2	i	40	2	708	5%	-0.5	1033
19	COc1ccc(C2C(C#N)=C(N)Oc3n[nH]c(-c4ccccn4)c32)c(OC)c1OC (stereo not given)	2.2	1380	1.1	28%	4.0	2.0	7.8	i	-1	i	21	x	x	20%	-4.2	799
20	O=C(N/N=C/C=C\c1ccco1)c1cccnc1	0.6	1477	1.2	42%	3.2	1.8	6.9	i	4	i	15	x	x	13%	-1.1	1005
21	O=C(COC(=O)C1CCC(=O)N1)Nc1ccccc1Br (stereo not given)	0.35	1395	1.1	0%	2.9	1.8	3.3	i	20	i	58	15	686	-3%	-2.3	1137
22	O=C(CSc1ncnc2c1oc1ccccc12)NC1CCCCC1	0.89	950	1.1	1%	4.4	2.2	2.9	i	-1	i	41	x	x	-1%	-6.4	1154
23	O=C(COC(=O)/C=C/c1ccccc1Cl)NC(=O)Cc1ccccc1	-0.17	1301	1.2	8%	7.2	1.3	7.4	i	81	i	48	0	638	19%	3.3	1043
24	COc1ccc(-n2nnnc2S(=O)(=O)CC(=O)N2CCCCC2)cc1	1.7	564	1.1	18%	3.9	4.2	5.7	i	32	i	20	x	x	10%	x	x
25	COc1ccccc1OCC#CCSc1ncccn1	0.09	1381	1.1	-9%	3.7	3.1	5.6	i	1	i	56	-37	667	-7%	-0.3	1496
26	O=C(CCC(=O)N1CCN(S(=O)(=O)c2ccc(Cl)cc2)CC1)NCc1ccccc1	-0.02	1305	1.1	2%	2.0	3.6	1.2	i	-1	i	38	7	633	3%	0.8	983
27	O=C(CSc1nc(C2CCCCC2)nc2ccccc12)NCc1ccc2c(c1)OCO2	0.03	1499	1.2	-1%	3.5	1.7	9.8	i	-9	i	61	-12	515	5%	-1.6	1061
28	Cc1cc(S(=O)(=O)N2CCN(Cc3ccccc3)CC2)c(C)s1	-0.76	1086	1.2	2%	9.5	1.9	8.6	x	x	+	4.0*	x	x	6%	x	x
29	COc1ccc(C2(C(=O)Nc3ccc(C(=O)O)cc3)CCOCC2)cc1	0.24	1395	1.1	6%	3.5	2.4	4.8	i	-4	i	23	16	738	7%	x	x
30	CCOC(=O)C(=Cc1ccc(-n2cncn2)cc1)C(=O)OCC	-0.59	1091	1.2	-6%	5.6	3.6	4.8	i	-2	i	53	-6	663	-2%	2.8	1100
31	NS(=O)(=O)c1ccc(CNC(=O)CSc2ccccc2)cc1	0.43	1465	1	2%	2.3	1.8	5.5	i	-3	i	52	-18	688	0%	0.5	1396
32	CC(=O)Nc1cc(N=Cc2ccc(O)cc2O)c(Cl)cc1Cl	0.08	1147	1	45%	2.7	2.0	5.3	i	-1	i	18	4	707	1%	-3.6	530
33	O=C(C1CCN(Cc2ccc(OCc3ccccc3)cc2)CC1)N1CCCC1	-0.34	921	1.3	-3%	2.7	0.8	3.1	i	15	i	16	-8	737	2%	1.2	1040
34	CCN(CC)S(=O)(=O)c1ccc(Cl)c(C(=O)NC2CCCC2)c1	-0.24	1169	1.1	1%	4.8	1.4	4.2	i	3	i	47	x	x	-2%	-0.8	1158
35	CCSc1nc2ccccc2n1CC(=O)N1CCCCC1	0.95	1221	1.1	0%	2.4	2.1	2.1	i	-9	i	46	x	x	4%	-6.1	749
36	O=C(NNC(=S)Nc1ccccc1)c1cccs1	-0.65	1209	2.5	-11%	2.7	2.9	4.1	i	-12	i	55	12	728	-14%	x	x
37	Fc1cccc(NC(=S)N2CCCCC2)c1	-0.05	1266	1	10%	1.9	1.8	9.5	i	15	i	47	x	x	2%	0.0	1296
38	CC1CCCCC1NC(=O)/C(C#N)=C/c1ccc(F)c(F)c1 (stereo not given)	0.2	1436	1.1	-2%	1.4	2.6	4.2	i	22	i	10	-2	630	-4%	x	x
39	COc1ccc(C2=Nn3c(nnc3-c3cc(C)[nH]n3)SC2)cc1	-0.19	1092	x	x	x	x	x	x	x	i	28	17	778	x	-1.0	1294
40	Cc1cccc(NS(=O)(=O)c2ccc(C3CCCCC3)cc2)c1	u	x	1	23%	2.5	2.3	7.3	i	-5	i	3	x	x	30%	7.0	1394
41	O=CNCC(=O)NC1CCCCCC1	1.4	1467	1.1	12%	4.5	3.0	15	i	54	i	36	x	x	10%	-5.9	989
42	Cc1nc2ccccc2n2c(O)c(CC(=O)O)cc12	0.23	1503	1.2	-6%	5.3	2.2	13	i	-55	i	16	-7	682	4%	0.5	984

Bioassay records (PubChem)
